Exocytosis inh: LAMP-1 surface exposure blockers, TALL-104 cells – cell-based, flow cytometry, MLPCN library, primary screen; inhibition, % at 10 µM; actives 0.66% (n = 360,000); AID 651702, 2012; TALL-104 LAMP-1 surface exposure; cells stimulated with thapsigargin and PMA;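 active = inhibition above about 55%, limit read from the data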
SRC1 inh: SRC1 coactivator transcriptional activity inhibitors, primary screen, cell-based, luminescence; actives 0.12% (n = 360,000); inhibition, % at 3.6 µM; HEK293 GAL4-SRC1 luciferase reporter; AID 588354, 2011; Nuclear receptor coactivator 1 (Homo sapiens), Q15788;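 active = inhibition above the campaign mean plus 3 SD, with each screening campaign given its own cutoff, cut at about 60% in these data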;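 also: 0% = DMSO treated cells and 100% = gossypol at 36 µM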
SRC2 inh: inhibition of GAL4-SRC2 driven luciferase reporter, primary screen, SRC2 inhibitor project, cell-based, luminescence | inhibition, % at 9 µM | AID 651957, 2012 | actives 0.17% (n = 370,000) | HEK293 GAL4-SRC2 luciferase reporter | Nuclear receptor coactivator 2 (Homo sapiens), Q15596;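 active = inhibition above the mean inhibition of all tested compounds plus 3 SD, set per campaign, cut at about 52% in these data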;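 also: 0% = DMSO treated cells and 100% = cells given Gossypol at 36 µM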
NOD2 RIPK2 PPI: NOD2-RIPK2 binding disruptors in cells, primary screen, fluorescence, CHO cells, BLA complementation | Receptor-interacting serine/threonine-protein kinase 2 (Homo sapiens), O43353 | CCF4 ratio | inhibition, % at 4.98 µM | actives 0.38% (n = 360,000); in the data active = inhibition above about 21%;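 also: 0% = vehicle only and 100% = reference blocker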
NR2F2 inh: NR2F2 transcriptional activity inhibitors, primary screen, cell-based, luciferase reporter, HEK293T, luminescence; COUP transcription factor 2 (Homo sapiens), P24468; HEK293T NGFI-A luciferase reporter; inhibition, % at 8.6 µM; actives 0.7% (n = 370,000); AID 686940, 2013;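 active = inhibition above a per-plate cutoff, mean inhibition of test wells between control levels plus 3 SD, cut at about 38% in these data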;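 also: cells cotransfected with COUP-TFII expression vector driving the NGFI-A reporter; 0% = median of COUP-TF2 test wells and 100% = reporter-only cells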
ABHD5 PLIN5 PPI: ABHD5-PLIN5 interaction inhibitors, primary screen, cell lysate, split luciferase complementation, luminescence | Perilipin-5 (Homo sapiens) + 1-acylglycerol-3-phosphate O-acyltransferase ABHD5 (Homo … | Split G. princeps luciferase complementation, 4 h | inhibition, % at 4 µM | actives 0.78% (n = 360,000) | AID 602281, 2012;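 active = inhibition above the mean inhibition across every tested compound plus 3 SD, cut at about 22% in these data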;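 also: 0% = DMSO only wells and the 100% control is not disclosed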
TLR9-MyD88 block: inhibitors of TLR9-MyD88 association in cells, primary screen, cell-based, CHO, BLA complementation, fluorescence | Toll-like receptor 9 (Homo sapiens) + Myeloid differentiation primary response protein … | CCF4 FRET ratio | inhibition, % at 4.98 µM | actives 0.21% (n = 340,000);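 active = inhibition above the mean over all tested compounds plus 3 SD, cut at about 21% in these data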;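 also: 0% = DMSO only wells and 100% = clavulanate BLA inhibitor control wells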
Target sequence (Q99836 whole entry, looked up): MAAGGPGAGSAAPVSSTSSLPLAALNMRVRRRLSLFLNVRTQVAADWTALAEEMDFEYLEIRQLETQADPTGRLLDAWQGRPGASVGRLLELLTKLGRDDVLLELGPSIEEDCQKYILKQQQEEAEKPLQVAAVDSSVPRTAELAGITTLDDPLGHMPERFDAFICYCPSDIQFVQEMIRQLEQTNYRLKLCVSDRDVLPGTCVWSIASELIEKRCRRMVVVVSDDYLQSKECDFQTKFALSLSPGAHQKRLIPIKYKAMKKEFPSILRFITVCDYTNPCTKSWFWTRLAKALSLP
Target sequence (Q9NR96 whole entry, looked up): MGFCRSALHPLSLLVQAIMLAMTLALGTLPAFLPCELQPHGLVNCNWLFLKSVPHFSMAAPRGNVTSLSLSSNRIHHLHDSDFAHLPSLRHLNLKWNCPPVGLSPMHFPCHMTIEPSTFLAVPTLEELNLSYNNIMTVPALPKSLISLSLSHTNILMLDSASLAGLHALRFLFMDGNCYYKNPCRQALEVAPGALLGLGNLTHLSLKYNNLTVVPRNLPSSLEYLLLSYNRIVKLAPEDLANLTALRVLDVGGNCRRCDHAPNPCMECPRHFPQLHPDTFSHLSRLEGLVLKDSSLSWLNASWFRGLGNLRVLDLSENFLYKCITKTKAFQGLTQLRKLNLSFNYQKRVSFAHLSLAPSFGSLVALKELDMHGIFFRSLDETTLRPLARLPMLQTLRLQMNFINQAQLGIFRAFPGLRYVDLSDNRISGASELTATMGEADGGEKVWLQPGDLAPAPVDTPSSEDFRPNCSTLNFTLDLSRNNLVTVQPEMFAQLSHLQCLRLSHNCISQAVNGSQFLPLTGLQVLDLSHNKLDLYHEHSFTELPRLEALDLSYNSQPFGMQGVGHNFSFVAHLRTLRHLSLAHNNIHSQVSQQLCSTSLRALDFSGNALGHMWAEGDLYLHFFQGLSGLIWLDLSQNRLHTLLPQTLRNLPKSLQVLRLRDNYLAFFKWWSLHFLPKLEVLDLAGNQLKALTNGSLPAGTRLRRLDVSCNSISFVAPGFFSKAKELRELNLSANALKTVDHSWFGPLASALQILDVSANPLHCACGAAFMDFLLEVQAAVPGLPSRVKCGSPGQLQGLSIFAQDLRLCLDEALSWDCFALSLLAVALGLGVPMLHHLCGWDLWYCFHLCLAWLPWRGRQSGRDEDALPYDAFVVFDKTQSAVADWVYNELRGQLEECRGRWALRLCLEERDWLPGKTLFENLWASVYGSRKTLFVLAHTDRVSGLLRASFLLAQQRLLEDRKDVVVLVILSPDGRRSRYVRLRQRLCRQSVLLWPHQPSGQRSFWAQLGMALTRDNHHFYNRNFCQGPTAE
NR5A2 inv ag: LRH-1 (NR5A2) inverse agonists, primary screen, cell-based, luminescence, HEK293T, StAR-luciferase reporter; Nuclear receptor subfamily 5 group A member 2 (Homo sapiens), O00482; LRH-1 transfected, 24 h; inhibition, % at 3.6 µM; actives 0.13% (n = 360,000); AID 602396, 2012;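 active = inhibition above the mean inhibition of all tested compounds plus 3 SD, cut at about 73% in these data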;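 also: 0% = DMSO wells and 100% = reporter-only cells lacking LRH-1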
TROY NFkB inh: inhibitors of TROY-driven NF-kB signaling, primary screen, Q293 LMP1-TROYcd cells, NF-kB luciferase, uHTS; Q293 LMP1-TROYcd NF-kB luciferase reporter, 4 h; inhibition, % at 10 µM; actives 0.98% (n = 360,000);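 active = compounds whose plate-normalised and pattern-corrected inhibition of the luciferase reporter signal at the single screening dose is 50% or more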
TWEAK Fn14 block: inhibitors of TWEAK-Fn14 signaling, primary screen, luciferase reporter cells, uHTS; TWEAK-stimulated Fn14 reporter cells, luciferase luminescence, 8 h; actives 2% (n = 360,000); inhibition, % at 10 µM; AID 1159606, 2016; in the data active = inhibition above about 50%
SRC3 inh: SRC3 coactivator transcriptional activity inhibitors, primary screen, cell-based, luminescence | HEK293 GAL4-SRC3 luciferase reporter | inhibition, % at 3.6 µM | Nuclear receptor coactivator 3 (Homo sapiens), Q9Y6Q9 | actives 0.17% (n = 360,000);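 active = inhibition above a per-campaign cutoff, the mean of all compounds plus 3 SD, cut at about 60% in these data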;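 also: 0% = DMSO-treated cells and 100% = gossypol-treated cells at 36 µM; higher means less SRC3-driven luciferase light from the GAL4 reporter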
* = called active by the depositor. A portion of the library. The share of hits here may be higher or lower than overall.

Cc1c(C(=O)NCC2COc3ccccc3O2)oc2ccc(S(=O)(=O)N(C)C3CCCCC3)cc12 (stereo unspecified) was read as Exocytosis inh 1, SRC1 inh 2, SRC2 inh 1, NOD2 RIPK2 PPI 6, NR2F2 inh 24, ABHD5 PLIN5 PPI -7, TLR9-MyD88 block -5, NR5A2 inv ag 4, TROY NFkB inh 1, TWEAK Fn14 block 18 and SRC3 inh 12.
`CCOC(=O)C1CCN(C(=O)COc2ccc(S(=O)(=O)NC(C)C)cc2)CC1` gave Exocytosis inh -9, SRC1 inh -6, SRC2 inh -2, NOD2 RIPK2 PPI -10, NR2F2 inh 3, ABHD5 PLIN5 PPI -2, TLR9-MyD88 block 5, NR5A2 inv ag 2, TROY NFkB inh 4, TWEAK Fn14 block -1 and SRC3 inh 5.
Screening COc1ccccc1Cn1nnc2c(=O)[nH]c(C3CCN(C(=O)c4ccc(C)cc4)CC3)nc21 returned Exocytosis inh -1, SRC1 inh -5, SRC2 inh -6, NOD2 RIPK2 PPI -6, NR2F2 inh 13, ABHD5 PLIN5 PPI -2, TLR9-MyD88 block -3, NR5A2 inv ag -21, TROY NFkB inh 6, TWEAK Fn14 block -12 and SRC3 inh 7.
Cc1cc(C)cc(OCC(=O)NNC(=O)c2cc(C)[nH]n2)c1 was read as Exocytosis inh 0, SRC1 inh 5, SRC2 inh 7, NOD2 RIPK2 PPI -5, NR2F2 inh 0, ABHD5 PLIN5 PPI -6, TLR9-MyD88 block -3, NR5A2 inv ag -3, TROY NFkB inh 11, TWEAK Fn14 block 7 and SRC3 inh 17.
Screening O=S(=O)(Nc1cccc(-c2ccc3nncn3n2)c1)c1ccccc1F returned Exocytosis inh 0, SRC1 inh -36, SRC2 inh -31, NOD2 RIPK2 PPI -2, NR2F2 inh -33, ABHD5 PLIN5 PPI 6, TLR9-MyD88 block 1, NR5A2 inv ag 19, TROY NFkB inh -6, TWEAK Fn14 block -10 and SRC3 inh 10.
Screening CC(C)N=C(N)N=C(N)Nc1ccc(Cl)cc1 returned Exocytosis inh -1, SRC1 inh -27, SRC2 inh -15, NOD2 RIPK2 PPI 2, NR2F2 inh -11, ABHD5 PLIN5 PPI 4, TLR9-MyD88 block -12, NR5A2 inv ag -17, TROY NFkB inh -1, TWEAK Fn14 block 2 and SRC3 inh 8.
Screening CCC(C)(C)NC(=O)CN(C(=O)C(=O)Nc1ccc2c(c1)OCCO2)N1CCOCC1 returned Exocytosis inh 1, SRC1 inh 5, SRC2 inh 8, NOD2 RIPK2 PPI -7, NR2F2 inh 3, ABHD5 PLIN5 PPI 0, TLR9-MyD88 block 4, NR5A2 inv ag -3, TROY NFkB inh -11, TWEAK Fn14 block -1 and SRC3 inh 11.
For COc1ccc(NC(=O)CSc2nnc(Cc3cccn3C)n2-c2ccc(C)cc2)cc1OC the results were Exocytosis inh -4, SRC1 inh -9, SRC2 inh 16, NOD2 RIPK2 PPI -13, NR2F2 inh 9, ABHD5 PLIN5 PPI 3, TLR9-MyD88 block 2, NR5A2 inv ag -1, TROY NFkB inh -2, TWEAK Fn14 block 32 and SRC3 inh -7.
`COC(=O)Cn1nnc2c(cnn2-c2ccccc2)c1=O` gave Exocytosis inh -8, SRC1 inh -33, SRC2 inh -14, NOD2 RIPK2 PPI -9, NR2F2 inh -12, ABHD5 PLIN5 PPI 5, TLR9-MyD88 block 2, NR5A2 inv ag -41, TROY NFkB inh -24, TWEAK Fn14 block 6 and SRC3 inh -34.
Screening O=C(CCN1CCOCC1)NCc1ccccc1 returned Exocytosis inh -17, SRC1 inh 13, SRC2 inh 7, NOD2 RIPK2 PPI -2, NR2F2 inh 17, ABHD5 PLIN5 PPI 0, TLR9-MyD88 block 0, NR5A2 inv ag 4, TROY NFkB inh 13, TWEAK Fn14 block 1 and SRC3 inh 0.
`Cc1ccc(SCCC(=O)Nc2ccc(Br)c(C)c2)cc1` gave Exocytosis inh -3, SRC1 inh 16, SRC2 inh 21, NOD2 RIPK2 PPI 2, NR2F2 inh -1, ABHD5 PLIN5 PPI -4, TLR9-MyD88 block 9, NR5A2 inv ag 6, TROY NFkB inh 22, TWEAK Fn14 block -3 and SRC3 inh 9.
Screening Cc1nc2sc(C(=O)OCC(=O)N3c4ccccc4CC3C)c(C)c2c(=O)[nH]1 (stereo unspecified) returned Exocytosis inh 1, SRC1 inh -19, SRC2 inh -6, NOD2 RIPK2 PPI -5, NR2F2 inh -7, ABHD5 PLIN5 PPI 3, TLR9-MyD88 block -1, NR5A2 inv ag -1, TROY NFkB inh 3, TWEAK Fn14 block -22 and SRC3 inh 0.
`Cc1onc(-c2ccccc2Cl)c1C(=O)OCC(=O)N1CCC(C)CC1` gave Exocytosis inh -4, SRC1 inh -4, SRC2 inh -9, NOD2 RIPK2 PPI 1, NR2F2 inh -30, ABHD5 PLIN5 PPI -4, TLR9-MyD88 block -8, NR5A2 inv ag -6, TROY NFkB inh -1, TWEAK Fn14 block 0 and SRC3 inh -2.
O=C(Nc1ccc(NC(=O)C2CCCCC2)cn1)c1ccco1 was read as Exocytosis inh -2, SRC1 inh -95, SRC2 inh 1, NOD2 RIPK2 PPI -2, NR2F2 inh -29, ABHD5 PLIN5 PPI -6, TLR9-MyD88 block -6, NR5A2 inv ag -111, TROY NFkB inh 30, TWEAK Fn14 block 75* and SRC3 inh -19.
For COc1ccc(CC(=O)NCc2nnc(SCC(=O)Nc3ccccc3)n2C)cc1 the results were Exocytosis inh 19, SRC1 inh 8, SRC2 inh -31, NOD2 RIPK2 PPI -5, NR2F2 inh -10, ABHD5 PLIN5 PPI -2, TLR9-MyD88 block 5, NR5A2 inv ag 1, TROY NFkB inh -10, TWEAK Fn14 block 10 and SRC3 inh 9.
For Cc1cccn2c(=O)c3cc(C(=O)N4COCC4(C)C)n(C)c3nc12 the results were Exocytosis inh 1, SRC1 inh -10, SRC2 inh -33, NOD2 RIPK2 PPI -6, NR2F2 inh 2, ABHD5 PLIN5 PPI -3, TLR9-MyD88 block -3, NR5A2 inv ag -9, TROY NFkB inh -32, TWEAK Fn14 block -7 and SRC3 inh 9.
Screening CCN(C1CCS(=O)(=O)C1)S(=O)(=O)c1ccc(OC)c(OC)c1 (stereo unspecified) returned Exocytosis inh -4, SRC1 inh -2, SRC2 inh -5, NOD2 RIPK2 PPI -7, NR2F2 inh -12, ABHD5 PLIN5 PPI -2, TLR9-MyD88 block 8, NR5A2 inv ag 3, TROY NFkB inh 5, TWEAK Fn14 block -2 and SRC3 inh 8.
Screening Cc1ccccc1CN1CCN(C(=O)[C@H]2O[C@@H](n3cnc4c(N)ncnc43)[C@H](O)[C@@H]2O)CC1 returned Exocytosis inh -2, SRC1 inh -4, SRC2 inh -5, NOD2 RIPK2 PPI -6, NR2F2 inh 3, ABHD5 PLIN5 PPI 1, NR5A2 inv ag -3, TROY NFkB inh 10, TWEAK Fn14 block -1 and SRC3 inh 4.
Screening CCOc1ccc(C(=O)NCC(=O)N2CCc3ccccc3C2)cc1OCC returned Exocytosis inh -1, SRC1 inh -18, SRC2 inh -3, NOD2 RIPK2 PPI -2, NR2F2 inh 3, ABHD5 PLIN5 PPI -2, TLR9-MyD88 block -1, NR5A2 inv ag 6, TROY NFkB inh -7, TWEAK Fn14 block 4 and SRC3 inh 13.
`O=C(COC(=O)c1ccc(Cl)cc1[N+](=O)[O-])NC(=O)c1ccccc1` gave Exocytosis inh -1, SRC1 inh -6, SRC2 inh -3, NOD2 RIPK2 PPI -9, NR2F2 inh 10, ABHD5 PLIN5 PPI 12, TLR9-MyD88 block -2, NR5A2 inv ag 1, TROY NFkB inh -7, TWEAK Fn14 block -27 and SRC3 inh 1.
Screening CCOc1ccc(S(=O)(=O)NCCC(=O)N2CC(C)CC(C)C2)cc1 (stereo unspecified) returned Exocytosis inh -1, SRC1 inh 2, SRC2 inh -26, NOD2 RIPK2 PPI -7, NR2F2 inh -23, ABHD5 PLIN5 PPI -2, TLR9-MyD88 block 0, NR5A2 inv ag -4, TROY NFkB inh -9, TWEAK Fn14 block 10 and SRC3 inh 12.
COc1ccc(/C=N/NC(=O)OC(C)(C)C)cc1OC was read as Exocytosis inh -3, SRC1 inh -10, SRC2 inh 7, NOD2 RIPK2 PPI 4, NR2F2 inh 3, ABHD5 PLIN5 PPI 2, TLR9-MyD88 block 4, NR5A2 inv ag -44, TROY NFkB inh -32, TWEAK Fn14 block -1 and SRC3 inh -14.
Screening CCOc1ccccc1CN1CCN(Cc2cccc3nonc23)CC1CCO (stereo unspecified) returned Exocytosis inh -1, SRC1 inh 1, SRC2 inh 13, NOD2 RIPK2 PPI -14, NR2F2 inh 8, ABHD5 PLIN5 PPI -7, TLR9-MyD88 block -2, NR5A2 inv ag 1, TROY NFkB inh -10, TWEAK Fn14 block -8 and SRC3 inh -5.
For CCNS(=O)(=O)c1ccc2c(c1)n(C)c(=O)n2C the results were Exocytosis inh -2, SRC1 inh 7, SRC2 inh 8, NOD2 RIPK2 PPI -8, NR2F2 inh -1, ABHD5 PLIN5 PPI 5, TLR9-MyD88 block 5, NR5A2 inv ag 0, TROY NFkB inh -8, TWEAK Fn14 block 11 and SRC3 inh -16.
`CCS(=O)(=O)N1CCC(c2nc3ccccc3[nH]2)CC1` gave Exocytosis inh -1, SRC1 inh 0, SRC2 inh 5, NOD2 RIPK2 PPI 1, NR2F2 inh 5, ABHD5 PLIN5 PPI 4, TLR9-MyD88 block 5, NR5A2 inv ag -6, TROY NFkB inh -15, TWEAK Fn14 block -15 and SRC3 inh 17.
For CCCc1nc2c3ccccc3ccn2c1Cc1cccc(F)c1 the results were Exocytosis inh 3, SRC1 inh -36, SRC2 inh -47, NOD2 RIPK2 PPI -21, NR2F2 inh -22, ABHD5 PLIN5 PPI -5, NR5A2 inv ag -40, TROY NFkB inh -56, TWEAK Fn14 block -27 and SRC3 inh -49.
Screening CN(CC(=O)NC1CC1)S(=O)(=O)c1cc(Cl)ccc1Cl returned Exocytosis inh -1, SRC1 inh -43, SRC2 inh -15, NOD2 RIPK2 PPI -7, NR2F2 inh -5, ABHD5 PLIN5 PPI 8, TLR9-MyD88 block -9, NR5A2 inv ag 16, TROY NFkB inh -29, TWEAK Fn14 block 1 and SRC3 inh 2.

Compound activity deposited in PubChem by several laboratories.
